Screens deposited in PubChem by National Center for Advancing Translational Sciences (NCATS).
ERG-DNA inh – inhibitors of human ERG Ets domain-DNA interaction. P11308. fluorescence polarization, His-ERG Ets domain / labelled DNA. Potency, µM (doses to about 76.9 µM), without a hit: at the highest dose FP activity, negative = inhibition, actives largely listed as inhibitors. 0.028% of 370,000 active. AID 624246; active means well fitted inhibition curve with a large enough effect in the polarisation, with a control signal flat; inconclusive means small, poorly fitted or top-dose-only effect, or effect the other way, or a change in a side signal; inactive means no such curve, though single readings can be large or run the other way; the % refers to the polarisation;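 further: polarization taken with two DNA probes labelled with fluorescein and Texas red; potency means the concentration at half of the fitted maximal effect; % of control where 0% means no effect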
Target sequence (P11308 whole entry, looked up, the tested form may be a part): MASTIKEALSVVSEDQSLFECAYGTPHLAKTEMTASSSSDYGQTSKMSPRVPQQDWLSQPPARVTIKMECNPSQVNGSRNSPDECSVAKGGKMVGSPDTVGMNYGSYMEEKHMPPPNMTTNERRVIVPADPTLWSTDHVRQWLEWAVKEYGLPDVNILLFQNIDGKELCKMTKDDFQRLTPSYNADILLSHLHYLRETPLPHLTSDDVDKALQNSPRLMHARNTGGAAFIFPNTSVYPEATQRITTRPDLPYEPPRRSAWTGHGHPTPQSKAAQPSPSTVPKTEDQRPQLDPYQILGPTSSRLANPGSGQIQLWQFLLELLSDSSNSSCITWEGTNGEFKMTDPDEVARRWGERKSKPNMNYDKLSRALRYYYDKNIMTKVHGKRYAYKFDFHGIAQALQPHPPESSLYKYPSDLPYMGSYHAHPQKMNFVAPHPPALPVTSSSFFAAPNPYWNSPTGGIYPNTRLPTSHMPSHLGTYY
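His-tagged ERG Ets domain (1 uM in the protein solution; 300mM KCl, 50mM Tris-HCl, 1mM EDTA, 1mM DTT, pH 7.5) received compound, then a probe mix of 5 nM fluorescein-DNA and 100nM Texas-615-DNA. Fluorescence polarization was read for both dyes.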
PI4K2A inh – PI4K2A (human) kinase inhibition. Q9BTU6. purified PI4K2A, ADP-Glo luminescence, 1 h; active compounds read low. activity change, negative = inhibition, % at 76.9 µM. 0.13% of 420,000 active; in the data active means activity change below about -50%; inconclusive means mostly about -30% to -49%;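 further: -100% = wells without enzyme as full effect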
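ADP-Glo luminescence measured ADP generated by PI4K2A enzyme (4 ug/mL before mixing) with 1.2 mM PI substrate (pre-mix) and 300 microM ATP (pre-mix). Tris pH7.5 buffer with MgCl2, Triton X-100; 1 h reaction at ambient temperature.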
G9a inh – blocks human histone lysine methyltransferase G9a; G9a H3K9 monomethylation, AlphaScreen, 2 h; Q96KQ7; 8.8% of 350,000 active; AID 504332; Potency, µM (highest dose often 102 µM), for the others: top-dose activity, negative = inhibition, most hits filed as inhibitors; further: potency means the concentration at half of the fitted maximal effect; on the % scale 0 is the no-effect control and ±100 the full control effect; nearly all actives have a fitted effect of over 75% in size
Target sequence (Q96KQ7 913-1193 limits assumed): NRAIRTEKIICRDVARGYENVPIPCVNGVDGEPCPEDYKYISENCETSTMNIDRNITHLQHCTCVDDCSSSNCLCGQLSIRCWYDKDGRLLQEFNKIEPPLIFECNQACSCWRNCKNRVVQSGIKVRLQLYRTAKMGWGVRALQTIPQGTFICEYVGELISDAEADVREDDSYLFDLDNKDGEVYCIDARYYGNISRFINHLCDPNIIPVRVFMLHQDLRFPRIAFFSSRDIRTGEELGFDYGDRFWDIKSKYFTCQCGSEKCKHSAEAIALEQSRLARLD
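Quantitative HTS format: methyltransferase activity on a biotin-tagged H3K9 peptide is measured by AlphaScreen, using a rabbit anti-monomethyl-H3K9 antibody with streptavidin donor and anti-IgG acceptor beads. Final levels are 20 nM enzyme, 500 nM peptide, 20 uM SAM; 2 h RT.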
GLS inh – inhibitors of human glutaminase (GLS) | 0.21% of 410,000 active | Potency, µM (top dose mostly 45.5 µM), for inactives: at the top dose activity change, negative = inhibition, usual class: inhibitors | O94925 | GLS enzymatic activity, qHTS titration; further: potency means the concentration at half of the fitted maximal effect; on the % scale 0 is the no-effect control and ±100 the full control effect
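Glutamate formation by hKGA was monitored fluorometrically using coupled glutamate oxidase, HRP and Amplex Red. Substrate was added as 1 mM L-glutamine solution; incubation was 30 min at RT after an initial read.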
JMJD2A Tudor – inhibitors of human JMJD2A Tudor domain; 4.4% of 390,000 active; AlphaScreen JMJD2A-Tudor / H3K4me3 peptide binding; Potency, µM (series often up to 114 µM), for the others: top-dose activity change, negative = inhibition, hits mostly inhibitors; AID 504339; further: potency means the concentration at half of the fitted maximal effect; on the % scale 0 is the no-effect control and ±100 the full control effect; nearly all actives have a fitted effect of over 50% in size
Pin1 inhibitor – inhibitors of human Pin1; Q13526; Pin1 FP peptide displacement, HiFluor488, 10 min; Potency, µM (series often up to 115 µM), without a hit: at the highest dose activity, negative = inhibition, actives largely listed as inhibitors; 0.009% of 390,000 active; active means well fitted inhibition curve with a large enough effect in the polarisation, with a control signal flat, not every such curve was filed as active; inconclusive means small, poorly fitted or top-dose-only effect, or effect the other way, or a change in a side signal; inactive means no such curve, though single readings can be large or run the other way; the % refers to the polarisation; further: potency means the concentration at half of the fitted maximal effect; on the % scale 0 is the no-effect control and ±100 the full control effect
PGK inhibitor – inhibitors of T. brucei phosphoglycerate kinase; P07378; PGK/GAPDH coupled, Kinase-Glo luminescence, 60 min; 0.043% of 380,000 active; Potency, µM (series often up to 57.5 µM), inactives show at the top dose activity change, negative = inhibition, most hits filed as inhibitors; further: potency means the concentration at half of the fitted maximal effect; on the % scale 0 is the no-effect control and ±100 the full control effect; nearly all actives have a fitted effect of over 60% in size
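Luminescent ATP detection (Kinase-Glo Plus) follows a 60-minute room-temperature incubation, with wells lacking PGK as controls. Buffer: 100 mM TEA (pH 7.6), 5 mM MgCl2, 0.01% Tween-20. Coupling enzyme GAPDH (100 nM final) supplies unstable 1,3-BPG in-well.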
BAZ2B block – inhibitors of human BAZ2B bromodomain | Q9UIF8 | AlphaScreen BAZ2B-H3K14Ac peptide displacement | Potency, µM (series often up to 114 µM), for the others: at the highest dose activity change, negative = inhibition, usual class: inhibitors | 4.4% of 360,000 active | AID 504333; further: potency means the concentration at half of the fitted maximal effect; on the % scale 0 is the no-effect control and ±100 the full control effect; nearly all actives have a fitted effect of over 60% in size
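Compounds, titrated to a top concentration of 110 uM, were incubated 30 min at room temperature with preformed BAZ2B/acetyl-K14 H3 peptide complex (50 nM each). Proximity signal was measured by AlphaScreen after 20 min with beads.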
HP1b binding inh – inhibitors of HP1-beta chromodomain binding to methylated histone tails | P83916 | AlphaScreen HP1-beta / biotin-H3K9me3 peptide binding | Potency, µM (doses to about 114 µM), inactives show at the top dose activity change, negative = inhibition, hits mostly inhibitors | 0.56% of 390,000 active; further: potency means the concentration at half of the fitted maximal effect; nearly all actives have a fitted effect of over 70% in size; inactives centre near 23
Target sequence (P83916 whole entry, looked up): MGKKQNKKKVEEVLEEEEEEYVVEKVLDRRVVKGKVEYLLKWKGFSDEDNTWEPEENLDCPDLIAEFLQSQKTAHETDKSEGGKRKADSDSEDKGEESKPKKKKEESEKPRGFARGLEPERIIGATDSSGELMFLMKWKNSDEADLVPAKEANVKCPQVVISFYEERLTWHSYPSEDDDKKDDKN
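AlphaScreen: HP1-beta (50 nM) preformed 30 min with biotin-H3(1-18)K9me3 peptide (50 nM) in PBS pH 7.4, 0.01% Tween-20. Compound added for 30 min at RT, then streptavidin donor/nickel chelate acceptor beads (10 ug/mL) for 30 min.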
* hit, by the source's call; i = inactive; ? = inconclusive; . = no result given; [ ] = remark or other dose. Unless noted, the call rests on the fitted dose curve; in most records, active means well fitted curve in the direction sought with a large enough effect; inconclusive means small, poorly fitted or top-dose-only effect, or another doubt; inactive means no such curve, though single readings can be large; an effect the other way counts as inactive or inconclusive.

canonical_smiles	ERG-DNA inh	PI4K2A inh	G9a inh	GLS inh	JMJD2A Tudor	Pin1 inhibitor	PGK inhibitor	BAZ2B block	HP1b binding inh
O=C(CCSCc1ccccc1Cl)NC1CCCC1	3.9%	2.1	-6.2%	9.2%	-5.3%	0.3%	-2.8%	-5.8%	13.6%
CCOc1ccc(C(=O)Nc2nnc(NC(=S)Nc3ccccc3)s2)cc1	1.0%	-9.0	?	?	-14.6%	-2.2%	-13.6%	-20.0%	0.8%
COc1ccccc1N(CC(O)CN1CCCC1)S(=O)(=O)c1ccccc1 (stereo not drawn)	0.4%	6.2	?	0.7%	-22.1%	-9.6%	-11.2%	-2.9%	-4.3%
O=c1cc(OCc2ccccc2)cc[nH]1	6.8%	-0.9	?	-0.3%	11.2µM*	-3.5%	-8.2%	2.82µM*	8.91µM*
O=C(NCC1CCCO1)C1CCN(S(=O)(=O)N2CCCC2)CC1 (stereo not drawn)	.	-1.2	31.6%[12.7 µM]	-3.0%	-2.2%	1.5%	-5.9%	8.6%	21.0%
COc1ccc(S(=O)(=O)NCC2CCCN(C(=O)c3cccs3)C2)cc1 (stereo not drawn)	20.7%	-5.8	-7.5%	-2.6%	-16.1%	-1.6%	-9.8%	-15.0%	19.1%
O=C(CNC(=O)c1cc(S(=O)(=O)N2CCCCC2)ccc1N1CCOCC1)Nc1ccc(F)c(F)c1	-9.6%	0.2	15.5%[0.501 µM]	1.1%	-22.1%	-0.2%	2.9%	-5.5%	21.5%
CN(C)c1ccc(C(=O)Nc2nnc(C3=COCCO3)o2)cc1	0.5%	2.6	-3.0%	18.5%	79.4µM*	?	7.1%	.	29.5%
Cc1ccc(NC(=O)N(Cc2ccc3c(c2)OCO3)Cc2cc3cc4c(cc3[nH]c2=O)OCCO4)cc1	10.6%	7.8	?	-6.5%	-15.8%	-4.0%	-1.6%	-29.5%	16.6%
CCN(CC)CCCN(Cc1cc2cc3c(cc2[nH]c1=O)OCO3)C(=S)NCCCOC	-3.4%	-3.9	8.1%	5.1%	-2.1%	-3.6%	-10.2%	-2.4%	10.5%
CCN(CCCNC(=O)CCn1c(=S)[nH]c2cc3c(cc2c1=O)OCO3)c1cccc(C)c1	2.9%	-1.9	31.6%	16.7%	-18.6%	-4.2%	i	-9.0%	26.3%
CC(C)Cn1cnc2c1c(=O)n(CC(=O)O)c(=O)n2Cc1ccccc1	-1.0%	0.9	?	30.3%[activator]	-2.8%	1.4%	1.5%	-12.8%	9.8%
COc1ccc(CN2CC(C(=O)NCCCN3CCCC(C)C3)CC2=O)cc1 (stereo not drawn)	-1.4%	2.3	9.1%	-5.4%	-1.5%	-1.4%	-5.3%	-1.7%	48.6%[activator]
O=C1c2ccccc2C(O)N1Cc1ccccc1Cl (stereo not drawn)	-4.9%	-2.6	16.2%	-0.7%	-13.2%	-2.9%	-3.5%	-4.7%	32.8%
O=C(NCN1CCN(c2ccccn2)CC1)c1cnccn1	8.9%	3.5	-1.1%[12.7 µM]	-2.2%	2.2%	0.8%	i	-0.3%	34.0%
O=C(COc1ccccc1)Nc1ccc(C(=O)OCc2cc(=O)n3nc(C4CC4)sc3n2)cc1	6.0%	-1.7	4.3%[12.7 µM]	11.4%	-1.3%	1.2%	-1.6%	-2.2%	16.4%
CCc1ccc(NC(=O)N(CCCN2CCOCC2)C(C)c2cc3cccc(OC)c3o2)cc1 (stereo not drawn)	-1.3%	12.4	-44.7%	4.4%	-11.6%	-2.7%	-3.7%	-38.6%	7.3%
Cc1nc2sc(C(c3ccccc3)N3CCN(CCO)CC3)c(O)n2n1 (stereo not drawn)	-5.7%	8.5	18.4%[12.7 µM]	0.0%	-16.9%	1.1%	-2.9%	5.0%	5.3%
CC(=O)Nc1ccc(NC(=O)C2CCCN(C(=O)c3ccc(Cl)cc3)C2)cc1 (stereo not drawn)	-9.7%	0.4	-5.9%	-19.1%	-16.6%	-10.4%	2.9%	-3.3%	15.1%
COc1ccc(CCn2nnnc2C(c2ccc(C)cc2)N2CCN(C)CC2)cc1OC (stereo not drawn)	4.0%	-7.4	-50.9%[59 µM]	-3.3%	-2.5%	-3.8%	2.4%	-35.1%	45.8%[activator]
Cc1ccccc1NC(=S)N(C)CCc1ccccn1	3.2%	0.3	39.9%[59 µM]	16.3%	1.3%	2.5%	-13.5%	-4.2%	23.9%
CN(C)CCCN1C(=O)C(=O)/C(=C(/O)c2ccncc2)C1c1ccccc1 (stereo not drawn)	5.5%	-7.0	-9.8%[59 µM]	3.8%	-6.9%	2.7%	-8.1%	-34.8%	7.6%
Cc1c(CCC(=O)NCCC(=O)O)c(=O)oc2cc3occ(-c4ccccc4)c3cc12	8.6%	-0.3	12.3%	50.1%[activator]	-7.8%	?	7.4%	4.9%	22.3%
CCOC(=O)c1c(-c2ccc(F)cc2)csc1/N=C/N(C)C	8.3%	1.6	-29.0%	1.6%	-20.3%	-0.5%	-8.8%	-15.9%	19.4%
CC(C)CNC(=O)CSc1nnc(CN2CCCCCC2=O)n1-c1ccccn1	.	0.5	-8.1%[59 µM]	7.9%	-4.5%	0.4%	-3.1%	.	-6.7%
Cc1ccc(S(=O)(=O)Nc2ccnc3ccccc23)cc1	3.4%	-2.3	3.6%[59 µM]	9.0%	-31.3%[57.1 µM]	-1.2%	2.7%	5.2%	-12.4%
CCOc1ccc(CNC(=O)C2CCN(c3nc4ccccc4nc3C(F)(F)F)CC2)cc1OC	-3.0%	-2.8	0.2%[59 µM]	-0.2%	4.2%	-7.8%	-7.9%	0.8%	18.5%
CC(C)(C)Sc1nc(O)cc(=O)[nH]1	-4.6%	-3.8	?	7.9%	-15.4%	-1.1%	-2.3%	-11.6%	29.7%
N#Cc1ccccc1S(=O)(=O)N1CCNS(=O)(=O)c2ccccc21	-3.3%	-0.9	.	4.1%	-6.5%	-7.2%	-1.1%	.	56.5%[activator]
CCc1cc2c(cc3c(=O)n(CC(=O)NCCc4ccc(OC)cc4OC)nc(CC)n32)s1	-0.5%	-3.7	10.1%[59 µM]	4.4%	-4.0%	9.3%	0.8%	1.4%	20.1%
Cn1c(=O)c(C(=O)NCCCc2ccccc2)c(O)c2ccccc21	3.2%	-1.3	.	2.4%	87.8%[activator]	-0.6%	-6.0%	137.6%[activator]	130.5%[activator]
Cc1ccc(N(CC(=O)NCc2ccncc2)S(C)(=O)=O)cc1	5.9%	-5.2	?	4.0%	-5.7%	4.5%	-0.3%	22.7%	17.0%
CCOC(=O)c1c(C)[nH]c(C)c1S(=O)(=O)NCC(=O)NCc1ccccc1C	-18.6%	-6.0	3.4%[59 µM]	-1.9%	-13.0%	-3.4%	-5.2%	-3.6%	13.2%
COC(=O)CNC(=O)CSc1nc(N)cc(=O)[nH]1	-5.6%	1.4	17.0%[12.7 µM]	-8.5%	-18.8%	-4.7%	0.5%	5.0%	6.4%
C=C(C)C(=O)Nc1cccc(C2=NOC3(C2)C[C@H](C(N)=O)N(C(=O)c2ccccc2C(=O)c2ccccc2)C3)c1 (stereo partly drawn)	8.6%	-10.0	?	14.1µM*	7.94µM*	?	?	10µM*	?
COCCNC(=O)c1c[nH]c2ccc(S(=O)(=O)Nc3ccccc3F)cc2c1=O	-4.4%	-1.6	?	5.3%	-6.5%	-3.7%	3.0%	-7.2%	19.0%
CCN(CC)c1ccc2oc(=O)c(C)nc2c1	.	-9.1	11.2µM*	-10.5%	0.6%	?	.	2.8%	?
CCN(CC)C(=O)CSc1ncnc2c1cnn2-c1ccccc1	-3.8%	2.1	-10.8%[59 µM]	-1.2%	-14.5%[57.1 µM]	-0.5%	-2.2%	6.2%	70.5%[activator]
Cc1cc(S(=O)(=O)Nc2cccc(O)c2)c(C)s1	3.2%	5.0	-44.7%	32.2%[activator]	-6.6%	-5.6%	-2.0%	-4.7%	-0.8%
O=C(O)CCCC(=O)N1N=C(c2ccccc2)CC1c1cccs1 (stereo not drawn)	4.6%	-0.8	19.4%	-2.3%	0.7%	-4.1%	i	16.0%	22.0%[57 µM]
CCCCc1c(O)nc2n(c1=O)CCS2	14.4%	-0.4	-0.1%[12.7 µM]	-7.3%	-19.9%	1.1%	-3.3%	3.6%	38.1%
O=C(Nc1ccc(F)cc1)c1ccc(CN2CCc3ccccc3C2)cc1	-0.7%	-1.8	?	-3.2%	-10.3%	0.6%	-4.4%	-23.6%	42.1%[activator]

Outcome played no part in choosing rows, and some 11% of all compounds hit somewhere here.
